CHRM1 antagonist – human M1 muscarinic receptor antagonists, primary screen, CHO-K1 cells, Fluo-8 calcium fluorescence, 1536-well. inhibition, % at 3 µM. 360,000 tested, 1.3% active. AID 588852, 2011. CHO-K1 hM1, ACh EC80 antagonist;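 active = percent inhibition above its own plate's cutoff, namely the mean of that plate's compound wells plus 3 SD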;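 also: peak over basal fluorescence ratio during 140 s after agonist addition; 0% = ACh EC80 plus DMSO and 100% = DMSO alone without agonist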
Target sequence (P11229 whole entry, looked up): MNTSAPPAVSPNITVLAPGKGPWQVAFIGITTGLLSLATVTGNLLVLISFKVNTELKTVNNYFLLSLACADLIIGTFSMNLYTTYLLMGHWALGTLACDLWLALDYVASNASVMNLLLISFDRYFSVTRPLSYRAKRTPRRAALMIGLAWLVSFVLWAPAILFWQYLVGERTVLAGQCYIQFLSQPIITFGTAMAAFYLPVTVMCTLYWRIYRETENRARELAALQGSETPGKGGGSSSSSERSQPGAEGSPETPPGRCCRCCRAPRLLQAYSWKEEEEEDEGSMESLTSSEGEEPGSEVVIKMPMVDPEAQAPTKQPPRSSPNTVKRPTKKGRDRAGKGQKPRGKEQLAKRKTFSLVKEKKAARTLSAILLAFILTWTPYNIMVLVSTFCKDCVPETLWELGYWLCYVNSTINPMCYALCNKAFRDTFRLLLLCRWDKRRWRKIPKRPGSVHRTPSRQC
M1 PAM – human M1 muscarinic receptor positive allosteric modulators, primary screen, CHO-K1 cells, Fluo-8 calcium fluorescence, 1536-well; CHO-K1 hM1, ACh EC20; 0% = ACh EC20, 100% = maximal ACh; activation, % at 3 µM; 360,000 tested, 0.088% active; in the data active = activation above about 19%, passing the limit was not always enough
M1 ag parental – counter-screen for M1 agonists: effect in parental CHO-K1 cells | Fluo-8 calcium fluorescence; scaled to maximal ATP response, vehicle zero | activation, % at 3 µM | 360,000 tested, 0.48% active | AID 602248, 2012; in the data active = activation above about 15%;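 also: untransfected CHO-K1 host cells lacking M1 receptor as counterscreen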
OXTR potentiator – human OXTR potentiators, primary screen, fluorescence, CHO-OTR cells, Fluo-8 calcium; Oxytocin receptor (Homo sapiens), P30559; 320,000 tested, 0.061% active; activation, % at 3 µM; Fluo-8 calcium fluorescence, potentiator mode; 0% = oxytocin EC15, 100% = EC100;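 active = activation above that plate's cutoff, the mean activation of tested compounds plus 3 SD, cut at about 6.6% in these data, passing the limit was not always enough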;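 also: 100% uses oxytocin at 75 nM as the full agonist control; some results filed as inactive read as strong as hits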
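Material: CHO-OTR cells, human receptor; compound dosing: single dose, 3.0 µM nominal final compound concentration; schedule: 6 min compound pre-incubation at room temperature, 100 s kinetic read; measured by: kinetic Fluo-8 calcium fluorescence; read-out basis: % activation vs EC15 and EC100 oxytocin; controls: EC15 oxytocin alone as 0%, 75 nM oxytocin as 100%; replicates: singlicate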
CHRM4 antagonist – human M4 muscarinic receptor antagonists, primary screen, CHO cells, Fluo-8 calcium fluorescence; 360,000 tested, 0.73% active; Muscarinic acetylcholine receptor M4 (Homo sapiens), P08173; CHO-hM4 cells, ACh EC80; inhibition, % at 3 µM;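 active = inhibition above its plate's cutoff, the mean inhibition of sample wells plus 3 SD, cut at about 27% in these data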;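 also: 0% = acetylcholine EC80 with DMSO and 100% = DMSO without agonist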
Target sequence (P08173 whole entry, looked up): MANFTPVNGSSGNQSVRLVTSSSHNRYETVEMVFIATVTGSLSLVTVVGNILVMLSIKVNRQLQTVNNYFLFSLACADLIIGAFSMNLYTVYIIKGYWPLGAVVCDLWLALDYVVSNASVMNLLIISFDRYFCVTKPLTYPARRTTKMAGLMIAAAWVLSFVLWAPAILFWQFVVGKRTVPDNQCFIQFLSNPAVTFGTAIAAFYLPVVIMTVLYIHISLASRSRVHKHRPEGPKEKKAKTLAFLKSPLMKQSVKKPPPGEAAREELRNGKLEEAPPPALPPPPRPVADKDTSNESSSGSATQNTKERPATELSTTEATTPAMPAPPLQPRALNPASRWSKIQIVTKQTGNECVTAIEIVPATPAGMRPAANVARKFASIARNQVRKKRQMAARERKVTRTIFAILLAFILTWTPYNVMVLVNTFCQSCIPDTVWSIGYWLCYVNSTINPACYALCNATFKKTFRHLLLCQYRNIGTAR
CHO-K1 Ca antag – counter-screen for M1 antagonists: effect in parental CHO-K1 cells. inhibition, % at 3 µM. 360,000 tested, 0.6% active. ATP-induced calcium, Fluo-8 fluorescence. AID 602250;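 active = inhibition above a per-plate cutoff, the plate's mean sample inhibition plus 3 SD, cut at about 24% in these data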;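 also: 0% = DMSO plus EC80 ATP and 100% = DMSO alone without ATP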
CHRM1 agonist – human M1 muscarinic receptor agonists, primary screen, Fluo-8 calcium fluorescence, CHO-K1 cells, HTS | AID 588814, 2011 | 360,000 tested, 0.33% active | Muscarinic acetylcholine receptor M1 (Homo sapiens), P11229 | CHO-K1 hM1, agonist mode; 0% DMSO, 100% acetylcholine EC100 | activation, % at 3 µM;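 active = activation above the run's mean compound activation plus 3 SD, cut at about 16% in these data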;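 also: peak over basal fluorescence ratio within a 140 s kinetic read after compound addition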
CHRM4 agonist – human M4 muscarinic receptor agonists, primary screen, CHO-K1 cells, Fluo-8 calcium fluorescence | activation, % at 3 µM | CHO-K1 hM4/Gqi5; vehicle 0%, full acetylcholine response 100% | Muscarinic acetylcholine receptor M4 (Homo sapiens), P08173 | 360,000 tested, 0.14% active;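 active = activation above the run mean over all test wells plus 3 SD, cut at about 32% in these data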;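 also: peak over basal fluorescence ratio per well then scaled between controls; 0% = DMSO wells and 100% = acetylcholine at EC100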
CHO parental Ca – ATP-evoked calcium signal inhibitors, parental CHO, primary screen, counter-screen for OX1R antagonist project, cell-based, fluorescence, Fluo-8 calcium dye | parental CHO-K1, ATP-induced calcium, Fluo-8 fluorescence | inhibition, % at 5.6 µM | 330,000 tested, 0.63% active | AID 463079, 2010;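 active = inhibition above that plate's mean sample inhibition plus 3 SD, cut at about 26% in these data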;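 also: 0% = ATP-challenged DMSO wells and 100% = DMSO wells without ATP; some compounds past the cut are filed as inactive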
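Assay system – parental CHO cells · Reagent – ATP stimulus · Detection – intracellular calcium via Fluo-8 no-wash fluorescent dye · Evaluation – percent inhibition of ATP-evoked calcium rise, normalized to controls · Controls – ATP wells versus no-ATP DMSO wells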
* hit, by the source's call; · = no result given; & = joins results of further samples.

Every second line gives: CHRM1 antagonist, M1 PAM, M1 ag parental, OXTR potentiator, CHRM4 antagonist, CHO-K1 Ca antag, CHRM1 agonist, CHRM4 agonist, CHO parental Ca
CCOC(=O)c1ccc(C(=O)OCC)nc1
  -4, 6, 0.1, -8, -2, 11, 0, 1, -1
CCOC(=O)CN1C(=O)C(O)(CC(=O)c2cccc(OC)c2)c2ccccc21 (stereo not given)
  -6, 11, 1.2, -3, -9, -7, -5, 4, -12
NC(=O)CCS(=O)(=O)CCN1CCN(S(=O)(=O)c2ccc3c(c2)CCC3)CC1
  -8, 9, 3.6, -2, -2, -4, -2, 2, 1
Fc1ccc(-c2nc3ccccc3[nH]2)cc1
  -2, 12, 0.6, 7, -3, 0, -5, 1, -3
COc1ccc(/C=N/Nc2nc(-c3ccc(C)cc3)c(NC(C)=O)s2)cc1
  -11, 12, -0.1, -4, 1, -13, 2, 1, -10
COc1ccc2c(c1)CCCC(Br)C2=O (stereo not given)
  -21, 14, 0.1, ·, -2, -17, -3, 2, ·
CC(NC1CCCC1)C(=O)Nc1ccccc1-c1ccccc1 (stereo not given)
  -7, 7, 0.5, -7, -1, -4, -3, 0, -21
CCCNC(=O)C1(C)CCN(Cc2ccc(OCc3ccccc3)cc2)C1 (stereo not given)
  15, -19, 2.5, ·, 10, -1, -5, 4, ·
CC(C)COc1nc2ccccc2nc1C(C#N)C(=O)NC1CCCCC1 (stereo not given)
  -12, 8, 1.2, -4, 2, -9, -3, 0, -17
COc1ccc(C2=NOC(C(=O)Nc3c(C)n(C)n(-c4ccccc4)c3=O)C2)cc1OC (stereo not given)
  8, -3, -0.2, 0, 7, 5, -2, 1, 0
CCC(C)NC(=O)c1cc2c(=O)[nH]c3ccc(C)cc3c2s1 (stereo not given)
  -10, 17, -0.2, -2, -18, 4, -1, 1, -2
N=C1/C(=C\c2ccc(SCc3ccco3)o2)C(=O)N=C2SC=NN12
  7, 1, 3.4, -19, -4, 2, 4, 3, -3
O=[N+]([O-])c1ccc(COP(=O)(O)OCc2ccc([N+](=O)[O-])cc2)cc1
  4&-2, -1&0, -0.3&0.0, -5, 5&5, 17&6, -1&-3, 1&0, -6
Cn1ccc(-c2ccccc2)n1
  1, 6, 0.9, -13, 2, -15, -2, 2, 11
COc1ccc(-n2cnc3cc(NS(=O)(=O)c4ccc(C)cc4)ccc32)cc1
  19, -7, 0.5, -5, 5, -7, -2, 1, -12
CCOC(=O)C1CCN(C(=O)CN(c2cccc(OC)c2)S(=O)(=O)c2ccccc2)CC1
  6, -1, 0.4, -19, 2, -2, -4, 1, -34
CCn1nc(C)c(C(=O)Nc2cc(Oc3ccc(Cl)cc3)cc([N+](=O)[O-])c2)c1C
  -3, -2, 1.0, -3, 7, -16, -4, 2, -21
COc1cccc(/C=N/c2sc(Cc3ccccc3)c(C)c2C(N)=O)c1O
  2, 6, 0.2, -3, -1, 1, -2, 2, -15
Cc1ccc(CNC(=O)N2CCN(c3ccc(C)cc3)CC2)cc1
  -9, 5, 0.4, 8, -17, -3, -1, 2, -13
O=C(NN1CCCCC1)c1ccc(COc2ccc(Cl)cc2)cc1
  -5, 9, 1.9, -16, 2, -7, -3, 2, -3
CC(=O)Nc1ccc(NC(=O)c2cc(=O)c3ccc(C)cc3o2)cc1
  4, -3, 4.6, -3, -2, -3, -5, 13, -4
O=C(C1CCC(=O)N(C2CCCC2)C1)N1CCN(Cc2cccc(F)c2)CC1 (stereo not given)
  12, -3, 1.2, -8, -11, -7, -6, 1, -4
COc1ccc(C(=O)NCCc2ccc(F)cc2)cc1OC
  -15, 13, 1.2, -16, -2, -21, 1, 2, -9
CCOc1ccc(NC(=S)NC23CN4CN(CN(C4)C2)C3)cc1
  -8, 9, 0.1, -17, -9, -15, 0, 1, -8
O=C(Nc1ccccc1C(=O)N1CCCCC1)c1ccccc1C(F)(F)F
  -8, 7, 5.5, -4, -7, 1, -3, 1, -7
NS(=O)(=O)c1ccc(NC(=S)NC(=O)c2ccco2)cc1
  -5, -4, 0.1, 1, -7, -3, -1, 0, 0
Cc1cc(-c2nsc(=O)o2)c(S(C)(=O)=O)s1
  -7, 12, 0.6, -2, 16, 4, -2, 0, -1
CCOC(=O)C1CCCN(C(=O)c2sc3nc(-c4ccc(F)cc4)cn3c2C)C1 (stereo not given)
  12, -2, 3.5, -9, -2, 4, -2, 9, -13
Cc1c(C(=O)N2CCN(Cc3ccccc3)CC2)oc2c1C(=O)CCC2
  2, 2, 1.4, -7, -7, -8, -5, 2, -10
CCc1cccc(Nc2cc(C)nc3nc(C)nn23)c1
  -7, 5, 0.0, -3, -26, -3, -8, 0, -9
O=C(CCCc1nc2ccccc2s1)Nc1ccc(N2CCOCC2)cc1
  -6, 12, 1.4, -8, 4, -12, -11, 2, -4
COc1cc2nc3n(c(=O)c2cc1OC)-c1ncccc1C(=O)NC3Cc1ccccc1 (stereo not given)
  -16, -1, 1.2, ·, 2, -7, -2, 3, ·
CCCCCC(=O)NC(=S)Nc1ccc2oc(=O)ccc2c1
  -1, 0, 0.3, -5, -2, 0, -15, 1, -17
O=C(O)c1ccc(N/N=C/c2cccc(C(F)(F)F)c2)cc1
  -5, 14, -0.7, -19, 6, 15, 6, 0, 0
O=C(COC(=O)c1cccc(S(=O)(=O)N2CCOCC2)c1)NCc1ccccc1
  -4, 7, 0.3, -2, -10, -2, 1, 2, -6
O=C(C[C@@H]1C/C=C\C[C@@H](Cc2ccc(F)cc2)C(=O)OCCNC1=O)N[C@H](CO)Cc1ccccc1
  10, -2, 0.4, 7, 6, 2, -6, -1, -10
O=C(Oc1ccccc1C(=O)Nc1ccccc1)c1ccc(Br)c([N+](=O)[O-])c1
  20, -9, 0.0, -7, -6, 15, -5, 3, -16
COc1ccccc1CNS(=O)(=O)c1c(C)nc2sccn2c1=O
  -12, 9, 2.8, 1, -2, 12, -4, 0, -1
ClCc1nnc(-c2ccccc2)o1
  -5, 1, 0.8, 2, 4, -7, -7, 1, 8
C[C@@H]1CN([C@H](C)CO)C(=O)CCCn2cc(nn2)CO[C@H]1CN(C)S(=O)(=O)c1ccc(Oc2ccccc2)cc1
  5, -4, -0.2, ·, 1, 5, -5, 0, ·
Cc1c(C(=O)NCc2cccc([N+](=O)[O-])c2)sc(=O)n1Cc1ccccc1F
  67*, -33, 4.8, ·, 20, 1, -9, 6, ·
O=C(CCNC(=O)c1ccc([N+](=O)[O-])cc1)Nc1ccc(F)cc1F
  6, -6, -0.3, -7, -10, 18, -2, 1, -17
O=c1cc(CN2CCc3ccccc3C2)nc2sccn12
  -1, 12, -0.1, -3, 2, -11, -3, 1, -2
CCC(C)NC(=O)C1CCC(=O)N(c2ccc3c(c2)OCO3)C1c1ccc(OC)cc1 (stereo not given)
  -6, 12, 0.5, 1, 1, 1, 0, -1, -10
O=C(CCN1CCCCC1)Nc1cccc(Br)c1
  -19, 16, 2.6, -10, 2, -12, -6, 2, 13
O=C(CSc1nc2c(c(=O)n1-c1ccc(Cl)cc1)SCC2)NCc1ccco1
  -13, 12, 0.2, -16, -2, -9, -6, -3, -12
COc1ccc(N=Cc2ccc(N(CCC#N)CCC#N)cc2)cc1
  -6, 5, 1.8, ·, 6, -6, 6, 0, ·
CCC(Oc1ccc(C)cc1)C(=O)Nc1ccc(S(=O)(=O)Nc2nccs2)cc1 (stereo not given)
  -10, 24, 2.8, 0, -2, -18, 19*, 9, -5
O=C(Nc1ccncc1)c1ccccc1[N+](=O)[O-]
  -3, 10, 1.4, -15, 0, -19, -2, 1, 23
CCn1c(COc2ccccc2)nnc1SCC(=O)c1cccc([N+](=O)[O-])c1
  -2, -1, 1.7, 1, 4, -19, -9, 7, -19

New compounds follow.
Every second line gives: CHRM1 antagonist, M1 PAM, M1 ag parental, OXTR potentiator, CHRM4 antagonist, CHO-K1 Ca antag, CHRM1 agonist, CHRM4 agonist, CHO parental Ca
O=C(Nc1cc(C(F)(F)F)ccc1N1CCOCC1)C1=NN(c2ccccc2)C(=O)CC1
  5, -3, 0.5, -4, -4, -1, -4, 8, -20
C/C(=N\Nc1ccccn1)c1ccc(S(=O)(=O)NCc2ccco2)cc1
  -4, -4, 1.6, -12, 11, -4, -6, 3, -9
COC(=O)CN1C(=O)C(O)(CC(=O)c2ccc(C)cc2)c2cc(Br)ccc21 (stereo not given)
  -7, 2, 0.6, -6, 5, 3, -4, 2, -19
Cn1c(=O)c2c(nc(Cc3ccc(N)cc3)n2C)n(C)c1=O
  -12, 23, 0.7, -4, -11, -17, 1, 1, -4
O=C(CSc1nnc(-c2ccco2)n1Cc1ccccc1)NC(=O)NCc1ccccc1
  -8, 9, 0.4, 0, 6, -7, -2, 2, -31
CCC(Sc1ncccc1Nc1ccccn1)C(=O)O (stereo not given)
  -6, 6, 1.1, -4, -2, -7, -4, 0, -4
CCOC(=O)c1cnc2ccc(F)cc2c1Nc1ccc2c(c1)OCCO2
  8, -1, 1.2, -5, 7, 0, -6, 2, -10
CN(C)S(=O)(=O)c1ccc(N2CCCC2)c(C(=O)N2CCN(S(=O)(=O)c3ccc(F)c(F)c3)CC2)c1
  3, -3, 1.9, ·, 3, 8, -6, 8, ·
COc1ccc(CO[C@@H]2O[C@H](CO)[C@@H](O)[C@H](O)[C@H]2NC(C)=O)cc1OC
  7, -4, 0.3, ·, 8, 3, -1, 0, ·
Clc1ccc(-n2nnnc2-c2cnc(-c3ccncc3)nc2-c2cccs2)cc1
  8, -6, 0.3, -11, 1, -13, -3, -2, -8

Bioassay records from PubChem.

Rows were taken by chance; any-hit rate near 2.9%.
